Screening results: PubChem BioAssay, National Center for Advancing Translational Sciences (NCATS)
AMA1 RON2 block = inhibitors of Plasmodium falciparum AMA1-RON2 interaction; AlphaScreen AMA1-biotinylated RON2 peptide binding; Potency, µM (doses to about 58.2 µM), for the others: top-dose activity change, negative = inhibition, usual class: inhibitors; 360,000 tested, 0.2% active;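 also: potency is read from the fitted curve at half-maximal effect; 0% = vehicle wells and -100% = peptide control; nearly all actives have a fitted effect of over 45% in size; some results filed as inactive show a strong effect at the top dose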
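AMA1 (3D7) with his tag at 25 nM final met compounds first, then biotinylated RON2 peptide at 25 nM; detection used donor plus acceptor beads, 10 µg/mL apiece, read by AlphaScreen after 30 min at room temperature.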
AmpC inh detg = AmpC beta-lactamase inhibition with detergent present; P00811; AmpC hydrolysis of nitrocefin, absorbance 480 nm, 0.01% Triton; Potency, µM (titrated, usually from 114 µM), inactives show top-dose activity change, negative = inhibition, actives largely listed as inhibitors; 370,000 tested, 0.041% active; AID 485294;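 also: potency is read from the fitted curve at half-maximal effect; 0% = no-compound wells and -100% = no-enzyme wells; nearly all actives have a fitted effect of over 25% in size; some results filed as inactive show a strong effect at the top dose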
Target sequence (P00811 whole entry, looked up): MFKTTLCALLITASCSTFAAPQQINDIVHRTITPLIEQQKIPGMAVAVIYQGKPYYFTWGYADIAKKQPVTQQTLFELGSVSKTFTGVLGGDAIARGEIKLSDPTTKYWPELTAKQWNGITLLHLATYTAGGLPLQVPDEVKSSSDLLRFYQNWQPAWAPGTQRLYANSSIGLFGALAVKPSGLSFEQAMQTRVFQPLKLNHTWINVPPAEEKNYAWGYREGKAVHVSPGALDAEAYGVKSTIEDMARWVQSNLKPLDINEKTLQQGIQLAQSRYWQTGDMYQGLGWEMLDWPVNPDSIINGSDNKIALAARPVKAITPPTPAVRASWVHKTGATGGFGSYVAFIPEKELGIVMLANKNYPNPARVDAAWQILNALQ
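AmpC (5.3 nM in the dispensed reagent) in 20 mM phosphate pH 7.0 with 0.01% (detergent screen) or 0.0001% Triton X-100 was preincubated with compounds for 15 min at room temperature. Nitrocefin was then added from an 800 uM solution, and hydrolysis was followed at 480 nm.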
Sm TGR inh = inhibitors of Schistosoma mansoni thioredoxin glutathione reductase. purified TGR, DTNB reduction, TNB absorbance 405 nm. 360,000 tested, 3% active. Potency, µM (top dose mostly 114 µM), inactives show top-dose activity change, negative = inhibition, usual class: inhibitors; also: potency is read from the fitted curve at half-maximal effect; nearly all actives have a fitted effect of over 60% in size
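TGR 20 nM + NADPH 100 uM (dispensed conc.), cpd preinc 15 min RT; start with NADPH (500 uM addition) then DTNB (15 mM addition). Kinetic TNB absorbance, 405 nm filter. Four-parameter Hill fit across titration.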
AmpC no deterg = AmpC beta-lactamase inhibition without detergent | 330,000 tested, 0.52% active | Potency, µM (top dose mostly 57.1 µM), for the others: at the top dose activity change, negative = inhibition, usual class: inhibitors | AmpC nitrocefin hydrolysis, absorbance 480 nm, 0.0001% Triton;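 also: potency is read from the fitted curve at half-maximal effect; plate controls were no compound for no effect and no enzyme for full effect; nearly all actives have a fitted effect of over 20% in size; some results filed as inactive show a strong effect at the top dose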
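AmpC (5.3 nM in the dispensed reagent) in 20 mM phosphate pH 7.0 with 0.01% (detergent screen) or 0.0001% Triton X-100 was preincubated with compounds for 15 min at room temperature. Nitrocefin was then added from an 800 uM solution, and hydrolysis was followed at 480 nm.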
HCMV inh = blocks human cytomegalovirus replication; HFF cells, HCMV-luciferase reporter, 72 h; hits give low values; activity change, negative = inhibition, % at 57.5 µM; AID 1259415; 410,000 tested, 4.5% active; in the data active = activity change below about -60%; inconclusive = no clear call, values can overlap the other calls; inactive = above about -39%
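Two-dose cell screen: HFF monolayers treated with compounds and infected with luciferase-expressing HCMV at 1 PFU/cell, 72 h at 37C, then lysed for luciferase measurement.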
Giardia FBPA inh = Giardia lamblia aldolase inhibition. Potency, µM (series often up to 59.6 µM), without a hit: at the highest dose activity, negative = inhibition, most hits filed as inhibitors. A8B2U2. purified Giardia FBPA. 290,000 tested, 0.71% active; also: potency is read from the fitted curve at half-maximal effect; nearly all actives have a fitted effect of over 55% in size
Target sequence (A8B2U2 whole entry, looked up): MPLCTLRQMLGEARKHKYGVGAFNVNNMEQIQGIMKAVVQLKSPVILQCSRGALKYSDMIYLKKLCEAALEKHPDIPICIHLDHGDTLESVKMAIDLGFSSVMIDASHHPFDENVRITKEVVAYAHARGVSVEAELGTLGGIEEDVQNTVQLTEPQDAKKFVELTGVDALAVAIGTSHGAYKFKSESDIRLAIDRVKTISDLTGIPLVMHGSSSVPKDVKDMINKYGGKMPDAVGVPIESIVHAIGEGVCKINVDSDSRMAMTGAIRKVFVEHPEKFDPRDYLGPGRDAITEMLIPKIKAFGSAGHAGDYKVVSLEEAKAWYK
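Giardia FBPA (40 nM reagent) was preincubated 10 min at RT with compound (up to 57.5 uM final), then substrate plus GAPDH/TPI/NAD/arsenate coupling system with diaphorase/resazurin was added; resorufin fluorescence (525/598 nm) was read after 20 min.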
Numbers without * were called inactive; ? = inconclusive; / = not tested or not shown; [ ] = remark or other dose. Unless noted, calls follow the shape of the dose curve; as a rule, active = well fitted curve in the direction sought with a large enough effect; inconclusive = small, poorly fitted or top-dose-only effect, or another doubt; inactive = no such curve, though single readings can be large; an effect the other way counts as inactive or inconclusive. Unless noted, % is scaled to controls: 0 for no effect and ±100 for the full control effect.

A first look:
SMILES	AMA1 RON2 block	AmpC inh detg	Sm TGR inh	AmpC no deterg	HCMV inh	Giardia FBPA inh
COc1ccc(C(CNC(=O)C(=O)NC2CCCC2)N2CCN(C)CC2)cc1 (stereo unspecified)	-2%	-13%	-4%	2%	-6	/
O=C(CSc1n[nH]c(=O)[nH]c1=O)Nc1c(Cl)cc(Cl)cc1Cl	20%	/	/	-11%	-22	/
CCOC(=O)C1=C(C)N(C[C@@H]2CC[C@@H](Cc3ccc(-c4ccccc4)cc3)O2)C(=O)NC1c1ccc(Cl)cc1 (stereo partly specified)	-18%	/	/	0%	-22	/

All compounds of this part, previewed entries included:
SMILES	AMA1 RON2 block	AmpC inh detg	Sm TGR inh	AmpC no deterg	HCMV inh	Giardia FBPA inh
COc1ccc(C(CNC(=O)C(=O)NC2CCCC2)N2CCN(C)CC2)cc1 (stereo unspecified)	-2%	-13%	-4%	2%	-6	/
O=C(CSc1n[nH]c(=O)[nH]c1=O)Nc1c(Cl)cc(Cl)cc1Cl	20%	/	/	-11%	-22	/
CCOC(=O)C1=C(C)N(C[C@@H]2CC[C@@H](Cc3ccc(-c4ccccc4)cc3)O2)C(=O)NC1c1ccc(Cl)cc1 (stereo partly specified)	-18%	/	/	0%	-22	/
Cc1sc2nc(-c3cccnc3)nc(Cl)c2c1-c1ccccc1	-12%	?	-18%	4%	3	2%
CC(=O)c1ccc(OCC(O)CNCc2ccc3c(c2)OCO3)cc1 (stereo unspecified)	-7%	-2%	-16%	-30%	18	4%
CCOc1cc(NC(=O)CC(C)C)c(OCC)cc1NC(=O)CCn1nnc2ccccc21	-16%	2%	-5%	-9%	31	7%
COc1ccc2[nH]c3c(c2c1)CCN1C(=O)C(CC(=O)NCCC2=CCCCC2)C[C@H](C(=O)N2CCCCC2)[C@@]31C (stereo partly specified)	14%	/	/	91%[activator]	-22	/
Cc1cc(NC(=O)c2cccc([N+](=O)[O-])c2)no1	5%	-4%	4%	2%	2	4%
Cc1ccc(NC(=O)CSc2ccccc2NC(=O)c2cccc(Cl)c2)cc1Cl	-9%	-9%	-7%	-19%	-20	14%
CC(C)c1nnc(NC(=O)CC23CC4CC(CC(C4)C2)C3)s1	4%	?	-1%	-30%	11	-1%
C=CCn1c(SCC(=O)Nc2cc(C)nn2-c2ccccc2)nnc1C1CCCCC1	4%	0%	1%	36%	-7	0%
Cc1cccc(OCC(=O)Nc2ccccc2-c2ccccc2)c1	5%	2%	3%	-10%	-40	4%
COc1c(Cl)cc(Cl)cc1C(=O)Nc1ccc(NC(=O)c2cccs2)cc1	-1%	4%	3%	-32%	?	4%
CCCCn1c(O)c(C(CC)=NCc2cccnc2)c(=O)[nH]c1=O	-3%	-1%	-28%	-4%	-20	3%
O=C(NC(=S)Nc1cc([N+](=O)[O-])ccc1O)c1cccnc1	96%[activator]	-2%	7%	-8%	145	-16%
CCOc1ccc(NC(=O)CCC(=O)NNC(=O)c2cccc([N+](=O)[O-])c2)cc1	52%[activator]	/	/	-11%	13	/
CCC(C)(C)n1nnnc1CN1CCSCC1	-6%	?	19%	-9%	18	1%
CCOC(=O)N/N=C/c1ccc(N(CC)CC)cc1O	42%[activator][2.32 µM]	-3%	-1%	-21%	24	-3%
Cc1cc(NC(=O)CSc2nnc(-c3cccnc3)n2C)no1	4%	-12%	-3%	-5%	13	6%
CCC(=NNC(=O)c1ccc2c(c1)nc(C)n2CC)c1cc(F)ccc1O	84%[activator]	/	/	71%[activator]	?	/
O=C(Cn1[nH]c(=O)c2ccccc2c1=O)OCC(=O)c1ccccc1Cl	0%	-9%	-3%	-21%	13	/
CCOC(=O)c1c[nH]n(-c2ccc(C)cc2)c1=O	-2%	-11%	-10%	-12%	68	?
Cc1cccc(-c2nnc(SCCOc3ccc4c(C)cc(=O)oc4c3)o2)c1	2%	?	2%	-15%	-7	1%
O=C(CCCOc1ccc(Cl)cc1)N1CCCCCC1	2%	10%	-35%	69%[activator]	3	-4%
COc1ccc2c(CNC3CCC(C)CC3)c(C(=O)O)n(Cc3ccccc3)c2c1 (stereo unspecified)	/	-7%	-4%	/	12	/
(cont.)
SMILES	AMA1 RON2 block	AmpC inh detg	Sm TGR inh	AmpC no deterg	HCMV inh	Giardia FBPA inh
O=C1NC(=O)C2(Cc3ccccc3N3CCOCC32)C(=O)N1c1ccccc1 (stereo unspecified)	-8%	-9%	-9%	-6%	87	3%
Cc1ccc(NC(=O)CN(C)C(C)C(=O)Nc2ccc(S(=O)(=O)N3CCCC3)cc2)cc1 (stereo unspecified)	30%[activator]	-13%	-5%	0%	-1	/
O=C(Nc1ccc(Cl)cc1)C1CCCC1	4%	-1%	34%	-27%	3	2%
Cc1ccc(S(=O)(=O)Nc2ccccc2CNC2CCCCC2)cc1	4%	?	5%	-12%	-29	-1%
COC(=O)CCCC1=CC2=C(c3ccccc3)C(=O)C(C)(OC(=O)C3CCCC3)C(=O)C2=CN1CC1CC1 (stereo unspecified)	-2%	-11%	28µM*	107%[activator]	-38	?
CCOc1ccc(CN2CCN(Cc3ccc4cc(F)ccc4n3)CC2CCO)cc1 (stereo unspecified)	-14%	4%	?	166%[activator]	88	?
Cc1ccc2nc(C)c(C(=O)N/N=C/c3ccc(C(=O)O)cc3)cc2c1	-2%	1%	13%	53%	?	-13%
Cc1cc(=O)[nH]c(SCC(=O)Nc2ccnc3ccccc23)n1	22%	-2%	6%	-29%	?	3%
CC1CCN(c2ccc(-c3cccc(NS(=O)(=O)c4ccc(Cl)s4)c3)nn2)CC1	/	?	4%	/	97	/
COC(=O)Cn1c(=O)c2c(nc3n2CCCN3CCc2ccc(OC)c(OC)c2)n(C)c1=O	13%	5%	4%	32%	60	-8%
CCOC(=O)c1cn2nc(Oc3ccccc3)ccc2n1	2%	-1%	9%	1%	3	3%
COc1ccc(CC(NC(C)=O)C(=O)NC2CCN(C(=O)c3ccc(OC)c(OC)c3)CC2)cc1OC (stereo unspecified)	-2%	-5%	0%	-2%	1	2%
CN1CCN(c2ccc(NC(=O)Cc3ccccc3)cc2)CC1	-3%	?	0%	-18%	68	6%
COC(=O)c1cccc(NC(=O)CN2CCN(Cc3ccccc3)CC2)c1	-2%	?	?	0%	7	3%
COc1ccc(-n2nc(C(=O)Nc3cc(OC)c(OC)c(OC)c3)c(=O)n(C)c2=O)cc1	/	-6%	-8%	/	43	/
O=S(=O)(NN1CCOCC1)c1ccc(Br)s1	0%	3%	-8%	90%[activator]	24	/
CC(C)CCN(C(=O)Nc1ccc(Cl)cc1)C1CCN(C(C)C)CC1	3%	-6%	2%	8%	-15	-1%
Cc1ccccc1N/C(SCc1ccc(Cl)cc1)=C(/C#N)C(N)=O	-8%	4%	5%	-27%	-39	-14%
CCN(CC)S(=O)(=O)c1cccc2cccnc12	-1%	-9%	-16%	-7%	13	-8%
CC1CCC(C(C)C)C(OP(=O)(c2ccc(N(C)C)cc2)C(O)c2cccnc2)C1 (stereo unspecified)	/	5%	-1%	211%[activator]	/	1%
O=C(N/N=C1/CC(c2ccccc2)Oc2ccccc21)C1CC1 (stereo unspecified)	15%	-2%	-3%	-7%	-21	4%
COC(=O)c1c(C)nc2ccccc2c1C(=O)O	8%	-5%	6%	-35%	-8	-6%
CCCc1cc(=O)oc2c(C)c(OC(C)C(=O)NCC(O)c3ccccc3)ccc12 (stereo unspecified)	-2%	?	-6%	47%	-13	16%
COC(=O)c1ccc(NC(=S)NNC(=O)CC(C)C)cc1	41%[activator]	?	0%	2%	18	13%
CCSc1nnc(NC(=O)c2cc(=O)c3cc(C)c(C)cc3o2)s1	/	-7%	-7%	/	2	/
Remaining list, next part:
SMILES	AMA1 RON2 block	AmpC inh detg	Sm TGR inh	AmpC no deterg	HCMV inh	Giardia FBPA inh
Cc1ccc(N2C(=O)CC(Sc3ccccc3C(=O)O)C2=O)cc1 (stereo unspecified)	7%	-14%	13µM*	-10%	9	7%
CCOc1ccccc1NC(=O)NCCc1c[nH]c2ccccc12	-17%	1%	1%	-45%	-7	15%
O=C(O)C(c1ccccc1)C1(O)CCCC1 (stereo unspecified)	2%	?	9%	-18%	-29	-11%
O=C(Oc1ccc2ccc(=O)oc2c1)C1CCCCC1	3%[11.6 µM]	-6%	5%	-23%	-1	-1%
Cn1c(SCC(=O)n2c3c(c4ccccc42)CCCC3)nnc1-c1ccccc1	-10%	-4%	-12%	-15%	11	-5%
CCN=C1SC(CC(=O)NC(C)c2ccccc2)C(=O)N1CC (stereo unspecified)	9%	-4%	/	5%	0	5%
Cc1c(C(=O)N(C)C2CCCCC2)sc2ncnc(N3CCN(c4ccccc4F)CC3)c12	0%	-6%	3%	69%[activator]	/	-1%
N#CC(C#N)=Cc1ccc(N2CCCC2)cc1	6%	0%	-2%	-18%	48	-3%
C[C@H](NC(=O)[C@@H]1Cc2ccccc2CN1C(=O)OC(C)(C)C)C(=O)NCC1CCCO1 (stereo partly specified)	-4%	-1%	-1%	32%	-20	-9%
O=C(C1COc2ccccc2O1)N1CCN(S(=O)(=O)c2cc(F)ccc2F)CC1 (stereo unspecified)	-2%	?	-3%	5%	-15	/
O=C(O)[C@H](Cc1ccccc1)NC(=O)C(c1ccccc1)(c1ccccc1)c1ccccc1	0%	1%	-16%	-10%	-31	24%
CC(NC(=O)CCNC(=O)N1CCn2c1nc1ccccc12)c1ccccc1 (stereo unspecified)	-13%	-3%	1%	43%	0	11%

4 of these compounds in another layout:
Results follow in this order: AMA1 RON2 block, AmpC inh detg, Sm TGR inh, AmpC no deterg, HCMV inh, Giardia FBPA inh
- N#CC(C#N)=Cc1ccc(N2CCCC2)cc1
  6%, 0%, -2%, -18%, 48, -3%
- O=C(Oc1ccc2ccc(=O)oc2c1)C1CCCCC1
  3%[11.6 µM], -6%, 5%, -23%, -1, -1%
- CCOc1ccccc1NC(=O)NCCc1c[nH]c2ccccc12
  -17%, 1%, 1%, -45%, -7, 15%
- CCN=C1SC(CC(=O)NC(C)c2ccccc2)C(=O)N1CC (stereo unspecified)
  9%, -4%, /, 5%, 0, 5%

Entries of single compounds from above. Order of values: AMA1 RON2 block | AmpC inh detg | Sm TGR inh | AmpC no deterg | HCMV inh | Giardia FBPA inh
Cc1c(C(=O)N(C)C2CCCCC2)sc2ncnc(N3CCN(c4ccccc4F)CC3)c12 is entered as 0% | -6% | 3% | 69%[activator] | / | -1%
CC(NC(=O)CCNC(=O)N1CCn2c1nc1ccccc12)c1ccccc1 (stereo unspecified) is entered as -13% | -3% | 1% | 43% | 0 | 11%
O=C(Oc1ccc2ccc(=O)oc2c1)C1CCCCC1 is entered as 3%[11.6 µM] | -6% | 5% | -23% | -1 | -1%
O=C(O)[C@H](Cc1ccccc1)NC(=O)C(c1ccccc1)(c1ccccc1)c1ccccc1 is entered as 0% | 1% | -16% | -10% | -31 | 24%
CCOc1ccccc1NC(=O)NCCc1c[nH]c2ccccc12 is entered as -17% | 1% | 1% | -45% | -7 | 15%
